# Tn6 DDE FP = disrupts Tn6 cyclic peptide binding to fibrin D-Dimer-E complex; AID 720509; 0.21% of 370,000 active; inhibition, % at 8.3 µM; Fibrin DD(E) TRITC-Tn6 fluorescence polarization displacement;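 active means inhibition above a per-campaign cutoff: mean of compounds within control limits plus 3 SD, cut at about 15% in these data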;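 further: 0% = median of all compound wells on the plate and 100% = blocking peptide control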
# PLCg1 inh = PLC-gamma1 (human) inhibition, primary screen; P19174; purified PLC-gamma1, fluorogenic substrate, fluorescence; inhibition, % at 12.2 µM; 0.84% of 370,000 active; AID 720700; in the data active means inhibition above about 9.5%
# Target sequence (P19174 whole entry, looked up): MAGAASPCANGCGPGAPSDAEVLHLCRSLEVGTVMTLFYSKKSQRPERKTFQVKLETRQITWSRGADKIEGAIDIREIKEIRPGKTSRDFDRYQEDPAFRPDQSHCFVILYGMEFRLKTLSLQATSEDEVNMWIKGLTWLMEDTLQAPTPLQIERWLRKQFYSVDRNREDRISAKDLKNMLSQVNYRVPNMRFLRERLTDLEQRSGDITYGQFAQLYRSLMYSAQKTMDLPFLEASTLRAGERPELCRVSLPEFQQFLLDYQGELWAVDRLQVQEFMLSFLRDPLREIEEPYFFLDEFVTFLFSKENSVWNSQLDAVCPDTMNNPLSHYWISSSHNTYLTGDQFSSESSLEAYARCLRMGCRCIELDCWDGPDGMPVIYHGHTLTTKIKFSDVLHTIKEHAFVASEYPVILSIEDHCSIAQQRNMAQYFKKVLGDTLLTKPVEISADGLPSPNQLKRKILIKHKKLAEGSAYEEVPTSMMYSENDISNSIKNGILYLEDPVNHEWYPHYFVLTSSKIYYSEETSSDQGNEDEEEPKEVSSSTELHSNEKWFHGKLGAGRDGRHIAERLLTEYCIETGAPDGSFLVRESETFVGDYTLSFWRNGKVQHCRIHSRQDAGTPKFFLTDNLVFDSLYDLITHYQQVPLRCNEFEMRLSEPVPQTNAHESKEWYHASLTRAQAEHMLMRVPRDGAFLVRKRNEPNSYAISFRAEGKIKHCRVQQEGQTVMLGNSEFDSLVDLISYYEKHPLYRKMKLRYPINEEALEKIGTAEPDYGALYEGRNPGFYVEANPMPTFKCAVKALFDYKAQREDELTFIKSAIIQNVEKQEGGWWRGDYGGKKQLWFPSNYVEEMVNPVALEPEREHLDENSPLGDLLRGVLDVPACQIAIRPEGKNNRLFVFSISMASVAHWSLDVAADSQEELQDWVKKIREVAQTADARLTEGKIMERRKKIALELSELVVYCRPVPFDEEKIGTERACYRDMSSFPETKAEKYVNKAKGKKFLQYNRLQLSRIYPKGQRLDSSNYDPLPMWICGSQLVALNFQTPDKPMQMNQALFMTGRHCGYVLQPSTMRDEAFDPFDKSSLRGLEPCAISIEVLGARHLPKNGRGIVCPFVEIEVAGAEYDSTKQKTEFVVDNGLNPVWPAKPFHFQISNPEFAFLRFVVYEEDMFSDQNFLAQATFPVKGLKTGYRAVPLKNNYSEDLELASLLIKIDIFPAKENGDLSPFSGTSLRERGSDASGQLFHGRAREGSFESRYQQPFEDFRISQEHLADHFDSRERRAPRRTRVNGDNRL
# Rev-erbA mod = modulators of human Rev-erb alpha DNA binding | P20393 | Rev-erbα–FITC-DNA binding, fluorescence polarization, 90 min | activity, % at 10 µM | 0.79% of 370,000 active | AID 1259318;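 active means activity above about 14%, limit read from the data; passing the limit was not always enough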;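 further: 0% = DMSO wells with 35 nM protein and 100% = DMSO wells with 750 nM protein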
# ASAP1 inh = blocks human ASAP1-stimulated Arf1 GTP hydrolysis | GDP FP detection | 0.19% of 360,000 active | Q9ULH1 | inhibition, % at 16.5 µM; in the data active means inhibition above about 25%;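 further: 0% = vehicle with enzyme and substrate and 100% = no enzyme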
# PLC-beta3 inh = PLC-beta3 (human) inhibition, primary screen | Q01970 | Purified PLC-beta3, fluorogenic substrate, fluorescence | inhibition, % at 12.2 µM | 0.18% of 370,000 active | AID 720704; in the data active means inhibition above about 11%;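 further: 0% = median of compound wells on plate and 100% = full blocker control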
# sPLA2-III inh = Blocks human group III sPLA2 activity. 0.56% of 370,000 active. inhibition, % at 12.2 µM. QFRET BODIPY PC-A2 liposome hydrolysis, fluorescence;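 active means inhibition above mean plus 3 SD of compounds lying within the high and low control bounds, cut at about 19% in these data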;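 further: 0% = median of test compound wells and 100% = no enzyme DMSO wells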
# KLK7 zymogen act = activates the human kallikrein-7 zymogen | P49862 | purified proKLK7, EDANS-DABCYL substrate fluorescence; 100% is mature enzyme control, 0% vehicle | activation, % at 7 µM | 0.9% of 370,000 active | AID 652039;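 active means activation above the mean of all tested compounds plus 3 SD, computed per campaign excluding outliers beyond control limits, cut at about 13% in these data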
# UHRF1 binding = UHRF1 methyl-DNA binding inhibition; Q96T88; UHRF1 binding to methylated oligo, TR-FRET; inhibition, % at 4.4 µM; 0.75% of 370,000 active; AID 687016; in the data active means inhibition above about 21%;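 further: UHRF1 SRA domain binding a hemimethylated CpG hairpin DNA probe; 0% = median of test compound wells and 100% = reference inhibitor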
# ARFGAP1 inh = rat ARFGAP1 inhibition | Arfgap1-stimulated ARF1 GTP hydrolysis, GDP FP detection | 0.26% of 360,000 active | Q62848 | AID 651572 | inhibition, % at 16.5 µM;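 active means inhibition above a per-plate limit, mean inhibition of low control wells plus 3 SD, cut at about 25% in these data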;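 further: 0% = DMSO wells with enzyme and 100% = wells lacking Arfgap1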
#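 Material: rat Arfgap1 catalytic domain, aa 1-136; also added: human ARF1(Δ1-17)-GTP substrate; compound dosing: one concentration, 16.5 µM, DMSO 1.26%; incubation: GTP hydrolysis reaction 2 h at 25 °C; measured by: Tracer-displacement fluorescence polarization with EDTA stop, 620/688 nm; evaluation: % inhibition from polarization; repeats: one replicate per compound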
# Tn7 DDE FP = disrupts Tn7 cyclic peptide binding to fibrin D-Dimer-E complex. P02675. FP displacement of FITC-Tn7 peptide from fibrin DD(E); 0% = median of compound wells per plate. inhibition, % at 8.3 µM. 0.13% of 370,000 active;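 active means inhibition above the mean of compounds falling within the control limits plus 3 SD of them, cut at about 14% in these data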;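 further: 0% = plate median of compound wells and 100% = 10 µM Aha-Tn7 peptide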
#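 Assay system: human fibrin DD(E) protein / Input: 2 µM fibrin DD(E) / Benchmarks: high control of 10 µM Aha-Tn7 peptide / Measured by: fluorescence polarization of the labelled Tn7 tracer / Medium: Tris buffer with calcium and detergent, pH 7.8 / Timing: 10 min compound pre-incubation, 3 h probe incubation at room temperature / Repeats: one replicate per compound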
# Active calls of the source: *; i = inactive; / = no result given.
ARFGAP1 inh	sPLA2-III inh	PLC-beta3 inh	ASAP1 inh	Tn7 DDE FP	Tn6 DDE FP	UHRF1 binding	PLCg1 inh	Rev-erbA mod	KLK7 zymogen act	SMILES
7	-7	-2	-3	-9	-6	0	0	-4	0.5	CN(CC(=O)Nc1cccc(F)c1)C(=O)c1ccc2c(c1)S(=O)(=O)N=C1CCCCCN12
13	-4	-5	-2	-1	-2	2	3	3	-1.0	CCc1ccc(NC(=O)CC2C(=O)N(c3ccc(OC)cc3)C(=O)N2CCOC)cc1 (stereo unspecified)
14	5	-4	0	-1	-3	-2	0	10	1.3	CC(C)(C)S(=O)N1Cc2cn(Cc3ccccc3)c(=O)cc2[C@@H]1CCO (stereo partly specified)
-11	7	-3	-22	5	0	0	0	-1	0.0	CCN(C(=O)CSc1nnc(COc2ccccc2F)n1N)C1CCS(=O)(=O)C1 (stereo unspecified)
0	-1	1	6	2	-14	2	-1	3	-0.1	CC(C)(C)c1ccc(C(=O)NCC(=O)OCN2C(=O)c3ccccc3C2=O)cc1
-10	8	-1	-5	3	-1	0	0	6	-0.7	CC1(c2ccccc2)NC(=O)N(CC(=O)Nc2ccccc2C(=O)N2CCCCC2)C1=O (stereo unspecified)
4	2	2	-3	4	-4	15	2	-8	0.1	CC(=O)N1CCN(C(C(=O)Nc2c(C)cccc2C)c2cccc(F)c2)CC1 (stereo unspecified)
-2	-6	2	14	1	1	0	-2	-4	-0.4	CCc1cccc(NC(=O)CN2C(=O)NC3(CCCCCCC3)C2=O)c1
5	1	-3	-7	-10	-7	0	-1	-7	-0.1	CN1CCN(/N=C/c2ccc(Br)cc2)CC1
-10	-1	2	-8	-6	-6	2	4	6	-0.1	CC1C(=O)N(Cc2ccc(F)cc2)c2ccccc2N1C(=O)c1c(F)cccc1F (stereo unspecified)
-1	9	4	6	3	-1	5	3	31*	0.2	O=C(CSc1nnc2scc(-c3ccccc3)n12)Nc1nsc(-c2ccc(Cl)cc2)n1
4	-23	0	16	3	-9	-2	0	6	0.7	Cc1ccc2nc(NC(=O)CCNS(=O)(=O)c3cccs3)sc2c1
-14	0	-6	-7	7	9	-2	-8	-1	0.4	CCN(CC)CCNC(=O)C12CC3CC(C)(CC(C)(C3)C1)C2
-1	-1	-4	-2	6	-9	0	-6	0	0.6	Cn1c(=O)c(Oc2ccc(F)cc2)c(O)c2ccccc21
24	-42	2	16	4	-9	0	1	-4	-0.2	COc1ccc(NS(=O)(=O)c2ccc3oc(Nc4ccc5c(c4)OCCO5)nc3c2)cc1
4	6	-1	-14	4	4	1	1	1	-0.8	CCOC(=O)N1CCN(CC(=O)Nc2sccc2C#N)CC1
-4	-1	-22	16	-6	-2	1	-16	-2	-0.2	O=C(Cc1ccccc1)N/N=C/c1cc(Br)cs1
-2	1	0	-9	2	5	0	0	-7	0.4	CN1CCN(CCCNC(=O)CCC(=O)N2CCOc3ccccc32)CC1
19	-16	-81	2	0	3	1	-63	2	-5.3	FC(F)(F)c1cccc(-c2cc3nc(NCCOc4ccccc4)ccn3n2)c1
8	11	-2	8	-2	-4	-1	6	10	0.4	Cc1ccc(NC(=O)c2cccnc2)c([N+](=O)[O-])c1

# Shown as a hit in Rev-erbA mod (from the list above):
ARFGAP1 inh	sPLA2-III inh	PLC-beta3 inh	ASAP1 inh	Tn7 DDE FP	Tn6 DDE FP	UHRF1 binding	PLCg1 inh	Rev-erbA mod	KLK7 zymogen act	SMILES
-1	9	4	6	3	-1	5	3	31*	0.2	O=C(CSc1nnc2scc(-c3ccccc3)n12)Nc1nsc(-c2ccc(Cl)cc2)n1

# Pulled one by one from the entries so far, 3 records:
ARFGAP1 inh	sPLA2-III inh	PLC-beta3 inh	ASAP1 inh	Tn7 DDE FP	Tn6 DDE FP	UHRF1 binding	PLCg1 inh	Rev-erbA mod	KLK7 zymogen act	SMILES
-2	1	0	-9	2	5	0	0	-7	0.4	CN1CCN(CCCNC(=O)CCC(=O)N2CCOc3ccccc32)CC1
14	5	-4	0	-1	-3	-2	0	10	1.3	CC(C)(C)S(=O)N1Cc2cn(Cc3ccccc3)c(=O)cc2[C@@H]1CCO (stereo partly specified)
4	2	2	-3	4	-4	15	2	-8	0.1	CC(=O)N1CCN(C(C(=O)Nc2c(C)cccc2C)c2cccc(F)c2)CC1 (stereo unspecified)

# Carrying on.
ARFGAP1 inh	sPLA2-III inh	PLC-beta3 inh	ASAP1 inh	Tn7 DDE FP	Tn6 DDE FP	UHRF1 binding	PLCg1 inh	Rev-erbA mod	KLK7 zymogen act	SMILES
-5	0	-2	4	5	5	-1	-2	4	-0.8	CC(C)N1CCC(N2CCN(CC#Cc3ccccc3)CC2CCO)CC1 (stereo unspecified)
-9	3	-9	3	10	-3	1	-1	2	0.5	Cc1cccc(N2CCN(C(=O)NC(C)c3ccc(F)c(F)c3)CC2)c1C (stereo unspecified)
4	4	5	-1	1	-1	0	3	4	0.5	COc1ccc(NC(=O)NC23CC4(C)CC(C)(CC(C)(C4)C2)C3)cc1
3	5	-1	-7	9	-2	0	0	36*	-0.7	Cc1cc(NC(=O)COc2ccc3oc4ccccc4c3c2)no1
-3	0	1	9	-3	-8	2	4	9	-0.7	COCCCNC(=S)NNC(=S)Nc1cccc(Cl)c1
-1	13	-4	-1	5	-8	4	-2	4	0.1	O=C(Nc1cc(S(=O)(=O)N2CCOCC2)ccc1N1CCOCC1)c1ccccc1Cl
-7	10	-5	3	5	0	3	3	4	-0.4	Nc1ccc(CSc2ccc(Cl)cc2)c(Cl)c1
13	-42	-126	13	-39	0	-222	-99	235*	0.8	Cc1ccc2[nH]c(C)c(/C=C/c3cc[n+](C)cc3)c2c1
-1	7	-1	-14	-1	-3	1	-1	0	-0.3	CCOC(=O)c1[nH]c(C)c(C(=O)NC2CCN(C(=O)OCC)CC2)c1C
-5	7	-2	-1	-3	2	4	2	-2	-0.2	CCOC(=O)C1(C)CCCN(C(=O)CCc2ccccc2)C1 (stereo unspecified)
12	7	-8	-2	5	7	1	-2	-3	0.4	O=C(C1CCN(S(=O)(=O)c2ccc(Br)s2)CC1)N1CCN(c2ccccc2)CC1
-13	6	-158	-7	5	5	2	-111	-4	3.2	COc1ccccc1-c1nc(C#N)c(N2CCCCCC2)o1
-4	4	-8	3	2	2	-2	-4	-5	0.1	COc1ccc(-c2cc(C(=O)NCc3cccnc3)no2)cc1
-6	0	0	4	0	2	1	-1	0	-0.5	Cc1ccccc1NC(=O)CCC(=O)N/N=C/c1ccc(F)cc1
-8	-7	0	11	3	2	-5	1	5	-0.3	Cc1onc(-c2ccccc2)c1C(=O)N/N=C/c1cccc(O)c1
-2	-6	-9	-11	3	7	0	-10	2	-0.4	NC(=O)c1ccsc1NC(=O)CSc1ncnc2sccc12
4	-10	3	11	1	5	1	-1	4	0.6	COC(=O)[C@@]12C[C@@H](CC(=O)N3CCN(C(=O)C4CC4)CC3)C(=O)N(Cc3ccccc3)C1=CCC(C)(C)C2
11	-5	3	0	-7	-5	0	-2	3	0.7	CCOc1ccc(S(=O)(=O)N2CCN(C(=O)C3CC3C)CC2)cc1 (stereo unspecified)
4	-9	2	-7	3	-2	-1	-2	6	-0.4	CC1CCCN(CC(=O)Nc2ccc(S(=O)(=O)N3C(C)CCCC3C)cc2)C1 (stereo unspecified)
17	-56	3	-4	-4	-8	1	3	-1	-0.4	C=C(C)COc1ccc(-c2[nH]ncc2-c2ccccc2)c(O)c1
14	0	4	6	3	3	0	4	8	0.1	CC(=O)NCCOC(=O)Nc1cccnc1
9	7	-6	-18	-2	0	2	-1	1	-0.1	Cc1ccnc2nc(C(=O)OCC(=O)N(CC(C)C)CC(C)C)nn12
6	3	-267	15	4	3	-9	-194	-2	7.5	COc1cccc2oc(-c3ccco3)cc(=O)c12
10	-18	-8	-7	-3	0	0	-8	6	0.6	COc1cccc(C(C)(O)c2nc(/C=C/c3ccccc3)cs2)c1 (stereo unspecified)
10	10	-2	0	-2	4	28*	0	-3	-0.2	COc1cc(NC(=O)c2noc3c2CCC3)c(OC)cc1Cl
-8	10	-119	9	2	-10	2	-38	1	-0.2	CN(C)c1cccc(C(=O)NC2CCCCCC2)c1
-2	-2	1	-6	-6	5	6	1	-2	0.3	CCOC(=O)c1c(C)n(C)c2ccc(OCC(O)CN3CCC(C)CC3)cc12 (stereo unspecified)
1	6	-2	4	5	0	5	-3	-1	4.1	CCN(C(=O)CN1CCN(Cc2ccccc2)CC1)c1c(N)n(Cc2ccccc2)c(=O)[nH]c1=O
2	-2	-5	-2	-7	1	0	-3	-9	-0.2	CCCN(C(=O)Cc1coc2cc(OC)ccc12)C1CCS(=O)(=O)C1 (stereo unspecified)
-7	-10	-3	-3	-8	-7	1	1	-7	-0.5	CCc1ccc(OCC(=O)Nc2ccc(CN3CCCCC3)cc2)cc1
19	-5	-2	-3	14	5	-1	-5	1	-0.2	CCCc1nn(C)c(C(=O)Nc2ccc(C(C)(C)C)cc2)c1Cl
-6	0	8	-6	-4	-4	3	3	4	0.0	CS(=O)(=O)Nc1ccc(Oc2ncccn2)cc1
8	-8	3	7	4	10	0	-4	0	-0.3	CC(C)CCOc1ccc(C2CC(=O)N(C)C2=O)cc1 (stereo unspecified)
12	-2	0	-1	-9	-1	1	0	-1	0.6	COc1cc(OC)c(C(=O)NNC(=O)c2ccc(NS(=O)(=O)c3cccs3)cc2)cc1OC
1	-8	i	12	-3	-9	-2	i	0	42*	COc1ccc(-c2cc3ccc(O)cc3oc2=O)cc1OC
-8	-10	-4	4	1	2	0	-1	-3	0.3	Cc1ccc(S(=O)(=O)N(C)C)cc1NC(=O)COC(=O)C1CCN(S(=O)(=O)c2cccs2)CC1
-1	-2	-4	11	2	-2	0	-3	-6	-0.3	CCOC(=O)c1c(CN2CCOCC2)oc2ccc(OC(C)=O)cc12
-4	1	-6	6	2	7	-3	2	6	-0.4	CN(CC(=O)Nc1ccc(F)cc1)C(=O)COC(=O)c1ccccc1
-3	3	4	7	0	-3	-2	2	-5	-0.4	CCC1C(=O)N=C(SCC(=O)Nc2ccc(S(N)(=O)=O)cc2)NC1=O (stereo unspecified)
-2	0	-2	2	3	2	-2	3	10	0.1	CCN(CC)Cc1ccccn1
0	-31	-22	0	1	0	-4	-13	3	-1.3	CCOc1ccccc1NC(=O)CC1Nc2ccccc2NC1=O (stereo unspecified)
2	-7	-5	4	4	-8	-2	0	-1	0.0	COc1ccc(C(=O)N2CCN=C2SC)cc1
14	4	1	11	-6	8	-1	4	9	-0.7	Cc1cccc(C)c1NC(=O)C1c2ccccc2OCC(=O)N1C1CC1 (stereo unspecified)
0	0	-4	-13	8	-11	0	-3	-3	-0.3	c1ccc(C2CCCN(Cc3nc(CC4CC4)no3)CC2)cc1 (stereo unspecified)
11	-11	-11	1	0	4	0	-7	14	0.2	CC(=O)Oc1ccc(-c2ccc(C(=O)NCCc3ccc(S(N)(=O)=O)cc3)cc2)cc1
/	-5	1	/	-2	-1	-2	-1	0	/	CCCC1CCC2(CCCN2CCOC(=S)NCc2cccc(C)c2)CC1 (stereo unspecified)
2	0	-5	-22	1	1	-1	-2	2	-0.6	Cn1c(CCNC(=O)c2ccccc2F)nnc1SCC(=O)Nc1nncs1
